HepG2 viability: qHTS for Inhibitors of TGF-b: Cytotox Counterscreen | HepG2 CAGA-GFP viability, ATP luminescence, 18 h | Potency, µM (top dose mostly 46.1 µM), without a hit: at the highest dose activity change, negative = cytotoxicity, hits mostly cytotoxic | 0.76% of 410,000 active | AID 588856, 2011; also: potency is read from the fitted curve at half-maximal effect; some results filed as inactive show a strong effect at the top dose
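HepG2 CAGA-GFP cells (1000/well, DMEM with 1% FBS) received compound, then TGF-beta at 500 pg/mL final, and were incubated 18 hours at 37 degrees C. Viability was read by CellTiter-Glo luminescence. Media-only wells were set as complete cell-killing and DMSO as no toxicity.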
CCT chaperon mod: High-Throughput Screening for Modulators of Cytosolic Chaperonin Activity; purified chaperonin ATPase assay, HTRF ADP detection, 30 min; activity change, % (test concentration not listed), hits read low; 0.3% of 360,000 active; in the data active = activity change below about -30%; also: % is scaled to controls: 0 for no effect and ±100 for the full control effect
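Nucleotide hydrolysis assay: TRiC at 20–40 nM final (set by batch activity) with 10 uM ATP, 30 min at 37 °C, in presence of 76 uM compound. Detection by competitive ADP HTRF, 30 min ambient.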
Nrf2 inh: Nrf2 qHTS screen for inhibitors; A549 ARE-Fluc reporter, luciferase luminescence, 18-24 h; Potency, µM (series often up to 46 µM), inactives show at the top dose activity change, negative = inhibition, most hits filed as inhibitors; 2.1% of 360,000 active; also: potency is read from the fitted curve at half-maximal effect; % is scaled to controls: 0 for no effect and ±100 for the full control effect; nearly all actives have a fitted effect of over 60% in size
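Cells were seeded and rested 2 h, then exposed to compounds for 18-24 h. CellTiter-Fluor was read first as a viability measure. BugLite was added 15 min before the final luminescent read of ARE-luciferase activity in A549 cells.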
Nrf2 ARE act: qHTS of Nrf2 Activators; Potency, µM (series often up to 46.1 µM), without a hit: at the highest dose activation, most hits filed as activators; 0.31% of 410,000 active; AREc32 ARE-luciferase reporter (MCF7-derived line), luminescence, 24 h; also: potency is read from the fitted curve at half-maximal effect; % of control where 0% means no effect; nearly all actives have a fitted effect of over 65% in size
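For detection, Steady-Glo was added and plates sat 30 min at RT; before that, AREc32_Fluc cells grown overnight in OPTI-MEM/5% FBS had been treated with 23 nL compound for 24 hr at 37 deg C.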
Mm-Cpn inhibitor: Inhibitors of TCP-1 ring complex (TRiC) of Methanococcus maripaludis (MmCpn): qHTS; purified Mm-Cpn ATPase, ADP Transcreener TR-FRET; Potency, µM (doses to about 76.9 µM), for inactives: at the top dose activity, negative = inhibition, most hits filed as inhibitors; 0.031% of 330,000 active; also: potency is read from the fitted curve at half-maximal effect; % is scaled to controls: 0 for no effect and ±100 for the full control effect; nearly all actives have a fitted effect of over 80% in size
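Purified archaeal Mm-CPN (25nM final) preincubated 10 min at 37degC with compound, then 10uM ATP for 30 min at 37degC; ADP measured by HTRF Transcreener TR-FRET; buffer 30 mM TRIS pH 7.4, 100mM KCl, 5mM MgCl2, 1mM DTT.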
Abeta yeast res: qHTS for compounds that reverse cellular toxicity of Amyloid beta (A-beta) peptide in yeast: Primary Screen; AID 1347071, 2019; yeast expressing A-beta42, growth rescue, OD600, 48 h; response scale: 0% DMSO, 100% iron-clioquinol control; Potency, µM (series often up to 46.1 µM), for the others: top-dose growth rescue, usual class: activators; 0.063% of 410,000 active; also: potency is read from the fitted curve at half-maximal effect; nearly all actives have a fitted effect of over 55% in size
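Yeast A-beta toxicity model in growth medium with pinned compounds, 48 h at 30 C; growth read as absorbance at 600 nm. Normalized to FeCl3/clioquinol equimolar mix (positive) and DMSO (negative).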
pAkt inh: HTS Assay for Inhibitors of Akt Phophorylation: Primary Screen. AID 651550, 2012. 0.32% of 360,000 active. activity change, % for hits at 50 µM. Neuro2A IGF-stimulated pAkt S473 HTRF, 20 min; hits give low values; in the data active = activity change below about -80%; inconclusive = mostly about -51% to -80%; also: % is scaled to controls: 0 for no effect and ±100 for the full control effect
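Neuro2A cells (4,500/well, DMEM with 0.5% FBS) were treated with compound at a single 50 µM final concentration, stimulated with 6 nM IGF for 20 min at 37 °C, and lysed. Phospho-Akt Ser473 was read by HTRF as 665/615 ratio ×10^4.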
A549 viability: Nrf2 qHTS screen for inhibitors: counterscreen for cytotoxicity; 0.16% of 390,000 active; Potency, µM (highest dose often 46 µM), for the others: at the top dose activity change, negative = cytotoxicity, usual class: inhibitors; A549 ARE-Fluc cells, CellTiter-Fluor viability, 18-24 h; AID 504648, 2011; also: potency is read from the fitted curve at half-maximal effect; % is scaled to controls: 0 for no effect and ±100 for the full control effect
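A549 ARE_Fluc cells in 5% FBS OPTI-MEM were exposed to compounds in concentration-response for 18-24 h at 37 deg C. Viability was read by CellTiter-Fluor fluorescence (Ex 405/Em 525) after 30 min, before the luciferase read.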
TGFb SMAD3 inh: qHTS for Inhibitors of TGF-b; 1.2% of 410,000 active; HepG2 CAGA-GFP TGF-b/SMAD3 reporter, GFP fluorescence, 18 h; TGF-beta stimulated, 500 pg/mL final; Potency, µM (doses to about 46.1 µM), inactives show top-dose activity, negative = inhibition, actives largely listed as inhibitors; also: potency is read from the fitted curve at half-maximal effect; % is scaled to controls: 0 for no effect and ±100 for the full control effect; nearly all actives have a fitted effect of over 65% in size
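TGF-beta reporter screen: HEPG2 CAGA-GFP, 1% FBS, 500 pg/mL TGF-beta final, 18 h; per-cell GFP summed per well; curves fitted and categorized by class.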
The depositor's hits bear a star; i = inactive; ? = inconclusive; . = not tested or not shown; & = joins results of further samples; [ ] = another dose, or the depositor's remark. Unless noted, calls follow the shape of the dose curve; as a rule, active = well fitted curve in the direction sought with a large enough effect; inconclusive = small, poorly fitted or top-dose-only effect, or another doubt; inactive = no such curve, though single readings can be large; an effect the other way counts as inactive or inconclusive. Compounds as they come; 4.3% or so of the library scored in one or more.

SMILES	HepG2 viability	CCT chaperon mod	Nrf2 inh	Nrf2 ARE act	Mm-Cpn inhibitor	Abeta yeast res	pAkt inh	A549 viability	TGFb SMAD3 inh
CCCCn1c(N)c(N(CC(C)C)C(=O)CCS(=O)(=O)c2ccc(C)cc2)c(=O)[nH]c1=O	4%	0.3	14%	-0.9%	1%	-3%	i	11%	2%
CN1CCSc2ccc(C(=O)NCc3ccccc3F)cc21	-79%&-29%	0.2	?	5.4%&5.3%	-15%	-16%&-4%	i	18%&1%	-2%&9%
CCc1nnc(NC(=O)CN2CCN(S(C)(=O)=O)CC2)s1	1%	-3.4	6%	-1.0%	-1%	8%	i	1%	3%
Fc1ccc(-c2nnc(-c3ccc(Cl)cc3)o2)cc1	-9%	-2.9	.	-0.2%	1%	-11%	.	20%	0%
O=C(Cn1cnc2c(NCc3ccccc3)ncnc21)NCc1ccc2[nH]ccc2c1	-7%	-1.7	?	-0.1%	-7%	6%	i	0%	3%
COc1ccc(CC(=O)NN2C(=O)c3ccccc3C2=O)cc1	-13%	-0.9	7%	0.1%	2%	5%	i	0%	-7%
COc1cccc(CNC(=O)c2ccc3c(c2)N(C)C(=O)C2CCCCN32)c1 (stereo not drawn)	0%	.	.	8.6%	.	-8%	.	8%	30%
Nc1c(C(=O)NCc2ccc3c(c2)OCO3)nnn1Cc1cccc(F)c1	-3%	1.2	-4%	1.7%	0%	11%	i	-13%	-6%
COc1ccc(NC(=O)c2cc(-c3cccs3)on2)c(OC)c1	-12%	0.0	4%	1.3µM*	0%	-5%	i	8%	1%
O=C(c1ccco1)N1CCN(S(=O)(=O)Cc2ccccc2Cl)CC1	0%	-1.5	-15%	-0.5%	-3%	2%	i	16%	-10%
CC(C)C[C@H](NC(=O)C1CC(=O)N(c2ccc(F)cc2)C1)C(=O)N1CCCCC1 (stereo partly drawn)	-5%	0.4	-2%	-0.8%	1%	10%	i	-1%	-2%
CC(=O)c1cccc(-n2c(=O)c3c4c(sc3n(Cc3ccccc3Cl)c2=O)CN(C(C)=O)CC4)c1	-1%	.	0%	-0.9%	.	-12%	.	0%	-12%
O=C(CCNS(=O)(=O)c1cccc2nonc12)NCc1cccs1	-11%	-2.0	1%	-0.6%	-1%	2%	i	-1%	5%
CCCCCN1C=CC(=C2C(=O)c3ccccc3C2=O)C=C1	-15%	-1.3	9.2µM*	-0.5%	2%	-50%[inhibitor]	i	-16%	-27%
CCCn1c(=O)c2c(nc3n2CCCN3CCc2ccc(OC)c(OC)c2)n(C)c1=O	-28%	0.1	?	2.7%	-3%	-1%	i	-5%	-2%
O=[N+]([O-])c1cccc(COc2ccc(CN3CCCC3)cc2)c1	-54%	-1.9	-26%	4.2%	.	6%	i	0%	-4%
O=C(NCc1ccccn1)c1ccccc1OCc1ccccc1Cl	-32%	-0.6	.	6.9%	.	-3%	i	.	-26%
O=C(Nc1cccc(S(=O)(=O)N2CCOCC2)c1)[C@@H]1CCCN1S(=O)(=O)c1ccc(Cl)cc1	6%	1.9	9%	3.1%	0%	1%	i	2%	-11%
Cn1c(=O)c2c(SCC(=O)NCC3CCCO3)nc(CC(C)(C)C)nc2n(C)c1=O (stereo not drawn)	-6%	-2.2	?	0.6%	-2%	10%	i	-18%	-6%
COC(=O)c1ccc(C(=O)NN)cc1	15%	-3.2	-13%	4.7%	1%	0%	i	-7%	-2%

In the list so far, these contain a Cl atom:
SMILES	HepG2 viability	CCT chaperon mod	Nrf2 inh	Nrf2 ARE act	Mm-Cpn inhibitor	Abeta yeast res	pAkt inh	A549 viability	TGFb SMAD3 inh
Fc1ccc(-c2nnc(-c3ccc(Cl)cc3)o2)cc1	-9%	-2.9	.	-0.2%	1%	-11%	.	20%	0%
O=C(c1ccco1)N1CCN(S(=O)(=O)Cc2ccccc2Cl)CC1	0%	-1.5	-15%	-0.5%	-3%	2%	i	16%	-10%
CC(=O)c1cccc(-n2c(=O)c3c4c(sc3n(Cc3ccccc3Cl)c2=O)CN(C(C)=O)CC4)c1	-1%	.	0%	-0.9%	.	-12%	.	0%	-12%
O=C(NCc1ccccn1)c1ccccc1OCc1ccccc1Cl	-32%	-0.6	.	6.9%	.	-3%	i	.	-26%
O=C(Nc1cccc(S(=O)(=O)N2CCOCC2)c1)[C@@H]1CCCN1S(=O)(=O)c1ccc(Cl)cc1	6%	1.9	9%	3.1%	0%	1%	i	2%	-11%

New compounds follow.
SMILES	HepG2 viability	CCT chaperon mod	Nrf2 inh	Nrf2 ARE act	Mm-Cpn inhibitor	Abeta yeast res	pAkt inh	A549 viability	TGFb SMAD3 inh
O=S(=O)(CCc1nc2ccccc2o1)c1ccc2ccccc2c1	8%	-0.9	7%	2.8%	1%	9%	i	0%	14%
Cc1ccccc1OCC(=O)OCC(=O)N1CCc2ccccc21	9%	1.6	6%	-0.2%	0%	-2%	i	3%	5%
O=C(NCc1ccccc1)c1ccc(CN2CCC(Cc3ccccc3)CC2)cc1	-40%	-2.9	4%	2.8%	2%	13%	i	-13%	-16%
N#CCSc1nnc(CNc2cccc(Cl)c2)o1	-17%	1.0	-19%	7.9%	-6%	19%	i	-6%	-20%
O=C(Nc1nc2ccccc2c(=O)s1)c1ccco1	-12%	0.4	?	7.5%	-2%	4%	i	15%	-9%
CCCCC(NC(=O)c1ccc(C#N)cc1)C(=O)NCCC (stereo not drawn)	-32%	-2.0	-4%	0.5%	1%	-15%	i	10%	-5%
Cc1ccc(Cc2nc(-c3cccnc3)no2)cc1	-6%	-2.4	?	3.3%	1%	23%	i	6%	-3%
COc1cc(-c2ccc3oc(-c4ccsc4)c(C#CC4(O)CCCCC4)c3c2)cc(OC)c1OC	-3%	-0.9	?	5.7%	.	8%	i	0%	?
CCCN(C(=O)COc1cc(=O)n(CC)c2ccccc12)c1ccc(C(C)C)cc1	-73%	.	?	0.5%	.	-4%	.	-3%	?
O=C(Cn1ncc2c3ccccc3n(Cc3ccccc3)c2c1=O)NCCCN1CCCC1	-12%	-1.1	-14%	0.1%	-5%	-4%	i	-16%	17%
CCOc1ccc(-c2cc3c(=O)n(CC(=O)NCc4ccc(F)cc4)ccn3n2)cc1	2%	.	.	5.2%	.	-8%	.	4%	0%
CS(=O)(=O)c1ccc(C(=O)Nc2ccc(S(=O)(=O)N3CCCCC3)cc2)cc1	-4%	-0.8	?	2.6%	1%	-1%	i	0%	?
O=C(O)CCS(=O)(=O)c1nc(-c2cccs2)cc(C(F)(F)F)n1	-26%	-5.1	.	?	-13%	-22%	i	0%	?
CCOC(=O)CNC(=S)N(CCCN1CCCC1)Cc1cccs1	0%	-4.4	1%	-0.2%	-3%	2%	i	3%	-2%
CCN1C(=O)CS/C1=N\c1nccs1	-32%	0.1	.	-0.1%	2%	-10%	i	1%	3%
CCN(CC)S(=O)(=O)c1ccc(OC)c(NC(=S)Nc2ccc(C)c(C)c2)c1	20%	1.1	-10%	2.1%	0%	10%	i	-7%	-8%
CCCCNC(=O)[C@@H]1CSC2c3ccc(OC)c(OC)c3C(=O)N21 (stereo partly drawn)	-9%	-0.1	-24%	1.3%	-1%	12%	i	-1%	-1%
CCn1c(SCC(=O)c2ccc(NC(C)=O)c(OC)c2)nnc1-c1ccc(NS(C)(=O)=O)cc1	0%	-3.3	-9%	0.0%	-2%	5%	i	-7%	-1%
N#C/C(=C\Nc1ccc(Cl)cn1)S(=O)(=O)c1ccccn1	-10%	-1.7	-1%	0.4%	0%	1%	i	0%	-10%
O=C1NC[C@H](CCCCN2C[C@H](Cc3ccc(O)cc3)N(CCC3CCCCC3)C(=O)C2=O)N(CCc2ccc(O)cc2)C1=O	.	-1.5	.	-0.7%	.	-3%	i	.	.
O=C(Nc1ccon1)Nc1cc(Cl)ccc1Cl	9%	-1.0	-11%	3.2%	-9%	-10%	i	-2%	8%
Cn1c(CN2CCN(CC#N)CC2)c(C#N)c2ccccc21	-26%	-3.5	-7%	2.0%	0%	4%	i	5%	5%
Cc1ccccc1NC(=O)c1nn(-c2ccc(F)c(F)c2)ccc1=O	2%	-0.7	-19%	-0.1%	-1%	14%	i	6%	-7%
O=C1NC[C@H](Cc2ccccc2)N(CC2CCCCC2)C1=O	7%	-0.1	5%	0.4%	0%	0%	i	-4%	2%
